Assay outcomes (PubChem BioAssay)
PhoP GFP inhibition: Inhibition of PhoP regulon, Salmonella typhi GFP reporter cells, confirmation, 4 h (AID 1850); Salmonella Typhi PhoP-promoter GFP reporter, fluorescence, 4 h; higher % means a stronger effect; one-dose inhibition, % at 50 µM; IC50 in µM for titrated hits; hit rate 0.33% among 310,000; in the data active = a potency from the dose series; inconclusive = inhibition mostly from about 25% at the one dose, without a potency; inactive = the rest, 99 in 100 with inhibition below about 19%;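 note: 0% = induced wells with vehicle and 100% = uninduced wells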
H1N1 NS1A inhibition: H1N1 influenza NS1A inhibitors, functional cell based assay (AID 504329). hit rate 0.3% among 340,000. one-dose inhibition, % at 12.5 µM; IC50 in µM for titrated hits. NS1A functional cell-based assay, percent inhibition; higher % means a stronger effect; in the data active = a potency from the dose series; inconclusive = inhibition above about 27% without an active follow-up result; note: strong numbers were not always called active
M. tuberculosis: growth inhibition of non-replicating M. tuberculosis (AID 488890). Mycobacterium tuberculosis non-replicating, growth inhibition; higher % means a stronger effect. one-dose inhibition, % at 25 µM; IC50 in µM for titrated hits. hit rate 0.39% among 320,000; in the data active = a potency from the dose series; inconclusive = inhibition mostly from about 82% at the one dose, without a potency; inactive = the rest, 99 in 100 with inhibition below about 76%;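 note: plate controls were DMSO cells for no effect and high antibiotic wells for full effect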
M. tuberculosis HTS: M. tuberculosis growth inhibition, HTS (AID 449762). M. tuberculosis H37Rv growth inhibition, 7H9 media; higher % means a stronger effect. inhibition, % at 25 µM, or IC50 in µM where a hit was titrated. hit rate 0.59% among 330,000; in the data active = a potency from the dose series; inconclusive = inhibition above about 70% without an active follow-up result;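 note: bacterial growth assessed after seven days of incubation; strong numbers were not always called active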
VEEV TC-83 Vero: inhibitors of VEEV TC-83 cytopathic effect, confirmation, Vero cells (AID 588727) | hit rate 0.13% among 350,000 | Vero cells, VEEV TC-83 cytopathic effect inhibition; higher % means a stronger effect | inhibition, % at 20 µM, or IC50 in µM where a hit was titrated; in the data active = a potency from the dose series; inconclusive = inhibition mostly from about 14% at the one dose, without a potency; inactive = the rest, 99 in 100 with inhibition below about 12%; note: strong numbers were not always called active
VEEV TC-83 Vero 10K pilot screen: recorded beside VEEV TC-83 Vero, whose call it bears; inhibition, %; measured here: 10K pilot screen inhibition
Active calls of the source: *; i = inactive; ? = inconclusive; · = not tested or not shown.

SMILES | PhoP GFP inhibition | H1N1 NS1A inhibition | M. tuberculosis | M. tuberculosis HTS | VEEV TC-83 Vero | others
O=C(COC(=O)c1ccc(Br)o1)Nc1nc2c(F)c(F)c(F)cc2s1 | -5.6% | -0.4% | 3.7% | -3.8% | 1.6%
Cc1onc(-c2c(Cl)cccc2Cl)c1C(=O)N1CCCCC1 | 4.5% | -2.5% | -5.9% | 0.1% | i
Cc1ccc(OCCSc2nnc(-c3ccncc3)n2C)cc1 | 13.4% | -18.1% | 47.8% | -21.5% | i
O=C(O)c1ccc(NCc2cccnc2)c([N+](=O)[O-])c1 | -7.0% | 23.4% | 6.1% | 3.9% | 6.5%
CC1(C)CC(=O)C=C(NCc2cccc(C(F)(F)F)c2)C1 | 5.8% | -3.4% | 6.8% | 0.2% | 0.6%
Cc1nnnn1CC(=O)Nc1cccc([N+](=O)[O-])c1 | 7.5% | 5.4% | -1.1% | 4.2% | 0.7%
CN1/C(=C/C(=O)COC(=O)CN2C(=O)C3CC=CCC3C2=O)C(C)(C)c2ccccc21 (stereo not given) | · | 1.0% | · | · | 0.4%
COc1cccc(Nc2nc3ccccc3n3nnnc23)c1 | -0.8% | -0.3% | -12.3% | 4.5% | 6.8%
CC1=NN(c2ccc(C)cc2)C(=O)/C1=C\c1ccc(Br)s1 | -2.9% | 8.3% | 57.0% | -1.3% | 1.1%
CCN1CCN(C(=O)CN(CC)S(=O)(=O)c2ccc3ccccc3c2)CC1 | -2.1% | -10.6% | -6.0% | -2.2% | 0.7%

3 compounds drawn at random from the list so far, as already listed:
SMILES | PhoP GFP inhibition | H1N1 NS1A inhibition | M. tuberculosis | M. tuberculosis HTS | VEEV TC-83 Vero | others
Cc1nnnn1CC(=O)Nc1cccc([N+](=O)[O-])c1 | 7.5% | 5.4% | -1.1% | 4.2% | 0.7%
Cc1onc(-c2c(Cl)cccc2Cl)c1C(=O)N1CCCCC1 | 4.5% | -2.5% | -5.9% | 0.1% | i
COc1cccc(Nc2nc3ccccc3n3nnnc23)c1 | -0.8% | -0.3% | -12.3% | 4.5% | 6.8%

Additional records follow.
SMILES | PhoP GFP inhibition | H1N1 NS1A inhibition | M. tuberculosis | M. tuberculosis HTS | VEEV TC-83 Vero | others
CCC(=O)Nc1c2c(nn1-c1ccc(OC)cc1)CSC2 | 1.9% | -6.7% | -8.9% | 1.4% | 1.4%
CC(=O)N1CCOCCOCCN(C(C)=O)CCOCCOCC1 | -2.3% | -1.5% | -12.8% | -9.7% | 0.7%
Cn1c(=O)[nH]c(=O)c2cc(C(=O)c3cc(F)ccc3O)cnc21 | -6.6% | -0.3% | -11.4% | -6.7% | 3.7%
Cc1cc(SCC(=O)NC2CCCC2)nc2ccccc12 | 12.7% | 2.3% | 17.6% | 2.1% | 1.6%
O=C(Nc1nnc(CSCc2ccc(F)cc2)s1)c1ccc([N+](=O)[O-])cc1 | -8.8% | -6.9% | 26.6% | 1.1% | 0.6%
O=C(N/N=C/C1C(c2ccccc2)C1(Cl)Cl)c1cccc(Cl)c1 (stereo not given) | -2.9% | 4.4% | ? | 0.0% | 0.8%
O=c1cnn(Cc2ccc(Cl)c(Cl)c2)c2ccccc12 | 1.8% | 6.2% | 41.0% | 13.7% | 0.4%
CN1CCN(c2ccccc2NC(=O)c2cc3ccccc3o2)CC1 | -3.0% | 4.9% | -14.7% | -3.6% | i
COc1ccc(CCn2c(=S)[nH]c3cc(C(=O)NCc4ccco4)ccc3c2=O)cc1OC | 2.7% | -0.8% | -47.1% | -12.0% | 1.9% | VEEV TC-83 Vero 10K pilot screen=6.4
O=C(CCCNC(=O)/C(=C/c1ccccc1F)NC(=O)c1ccccc1)OCc1ccccc1 | 0.5% | 1.8% | 9.6% | 26.5% | 0.8%

The last five records of the section before lead into the next.
SMILES | PhoP GFP inhibition | H1N1 NS1A inhibition | M. tuberculosis | M. tuberculosis HTS | VEEV TC-83 Vero | others
O=C(N/N=C/C1C(c2ccccc2)C1(Cl)Cl)c1cccc(Cl)c1 (stereo not given) | -2.9% | 4.4% | ? | 0.0% | 0.8%
O=c1cnn(Cc2ccc(Cl)c(Cl)c2)c2ccccc12 | 1.8% | 6.2% | 41.0% | 13.7% | 0.4%
CN1CCN(c2ccccc2NC(=O)c2cc3ccccc3o2)CC1 | -3.0% | 4.9% | -14.7% | -3.6% | i
COc1ccc(CCn2c(=S)[nH]c3cc(C(=O)NCc4ccco4)ccc3c2=O)cc1OC | 2.7% | -0.8% | -47.1% | -12.0% | 1.9% | VEEV TC-83 Vero 10K pilot screen=6.4
O=C(CCCNC(=O)/C(=C/c1ccccc1F)NC(=O)c1ccccc1)OCc1ccccc1 | 0.5% | 1.8% | 9.6% | 26.5% | 0.8%
COc1ccc(/C=N/NC(=O)CCc2n[nH]c(=O)[nH]c2=O)cc1OC | -10.4% | 0.1% | 0.0% | 1.1% | i
COc1cccc(NC(=O)COC(=O)CC2CC3CCC2C3)c1 (stereo not given) | · | -0.8% | 66.0% | 1.8% | 1.4%
O=C(COC(=O)c1cnccn1)Nc1ccc2c(c1)OCO2 | -4.7% | 3.0% | -5.2% | -4.5% | 1.5%
CCCN1C(=O)c2ccc(C(=O)Nc3ccccc3C(=O)O)cc2C1=O | 0.5% | -4.0% | -11.3% | 1.2% | i
CCCc1nnc(NC(=O)C(=O)NCCN(CC)CC)s1 | · | 0.8% | · | · | 2.4%
COc1cc(Cn2c(-c3ccc(O)c(OC)c3)nc3ccccc32)ccc1O | 1.7% | 16.3% | 2.8% | -12.1% | 2.9%
O=C(Nc1cccnc1)C1CCCN1S(=O)(=O)c1ccc(Cl)c(Cl)c1 (stereo not given) | -4.2% | 0.3% | 8.3% | -13.5% | 0.2%
COC(=O)C1=C(c2cccc(Cl)c2)C[C@@H]2CC[C@H]1N2C(=O)NCC1CC1 | · | -12.6% | 31.6% | 1.0% | 2.3%
COCCNC(=O)C1CCC(=O)N1S(=O)(=O)c1ccc(C)cc1 (stereo not given) | -8.5% | -8.0% | · | 1.0% | 0.1%
CN(CCc1cn[nH]c1)Cc1nc(C(c2ccccc2)c2ccccc2)no1 | -3.1% | 12.2% | 1.9% | 8.5% | 1.9% | VEEV TC-83 Vero 10K pilot screen=3.0
C[N+](C)(C)CCOC(=O)C1(c2ccccc2)CCCC1 | 4.8% | 0.7% | 4.1% | -3.1% | 0.1%
Cc1ccc(C(=O)N(CC(=O)Nc2sc(C)c(C)c2C(N)=O)C2CCCC2)cc1 | -26.9% | 3.1% | 8.9% | 5.3% | 9.3%
CC(C#N)Sc1ncnc2sc3c(c12)CCC3 (stereo not given) | -10.7% | -14.1% | 58.7% | 3.1% | i
CCc1ccc(N=C2NC(=O)/C(=C/c3cc(OC)c(OC)c(OC)c3)S2)cc1 | -1.1% | -4.8% | 3.7% | 6.2% | 11.1%
O=C(O)CCn1c(SCCOc2ccccc2F)nc2ccccc21 | -1.4% | -114.9% | -21.3% | -4.1% | 0.9%
COc1ccc(NC(=S)N2CCN(C/C=C/c3ccccc3)CC2)cc1OC | -9.4% | 5.6% | 9.1% | -6.0% | 0.9%
CCc1ccc(CN2CCC(Oc3ccc(C(=O)N4CCCCC4)cc3)CC2)cc1 | -3.6% | -6.9% | 49.3% | 16.1% | 1.0%
Cc1ccc(C2NNC(=O)C2NC(=O)c2ccccc2)cc1 (stereo not given) | -3.2% | -5.9% | -6.2% | 0.5% | 2.3%
CCOc1ccc(S(=O)(=O)N(CC)CC(=O)N2CCOCC2)cc1C | 8.8% | 11.7% | -7.2% | 6.7% | 2.5%
Nc1nc(-c2sc3nc4c(cc3c2N)CCCC4)nc(N2CCOCC2)n1 | -10.0% | -9.9% | -9.3% | 7.2% | 11.0%
COc1ccc(C(=O)/C=C/C(=O)N(Cc2ccccc2)C(C(=O)NC2CCCCC2)c2ccncc2)c(O)c1 (stereo not given) | 11.5% | -2.5% | 64.4% | -5.3% | 0.7%
COc1ccc2[nH]c(=O)c(CN(Cc3cccnc3)C(=S)NCC3CCCO3)cc2c1 (stereo not given) | 7.1% | -15.3% | 13.3% | -3.6% | 10.2%
C/C(=N\NC(=O)c1ccoc1C)c1cccnc1 | -8.5% | -0.2% | -8.5% | -1.0% | 0.0%
COc1cc(OC)cc(OCC(O)Cn2cnc(-c3ccccc3)c2)c1 (stereo not given) | -0.1% | -1.6% | 28.9% | -0.7% | 0.7%
CN(Cc1ccccc1F)C(=O)c1ccccc1Sc1ccccc1C#N | -3.9% | -16.0% | 18.8% | 2.4% | 4.4%
Cc1ccc(C(=O)c2ccccc2C(=O)OCC(=O)N2C(C)CCCC2C)cc1 (stereo not given) | · | -10.0% | 28.3% | -1.6% | 0.3%
COc1cc(/C=C2/SC(=S)N(CCC(=O)Nc3ccccc3)C2=O)cc(OC)c1OC | -8.3% | 8.1% | 3.0% | -1.0% | 3.2%
COc1ccc(CCNc2nc(N3CCCCC3)nc(N3CCCCC3)n2)cc1OC | 11.2% | 10.0% | 43.7% | 17.3µM* | 7.5%
CCCN(C(=O)c1cc(Cl)nc2ccccc12)C1CCS(=O)(=O)C1 (stereo not given) | -6.8% | 4.5% | -7.7% | -8.2% | 3.9%
Cc1ccc(Cl)c(NC(=O)CN(C)CC(=O)Nc2ccc(F)c(F)c2F)c1Cl | 6.6% | 2.5% | 4.0% | -6.9% | 1.1%
COc1ccc(C2CC(=O)Oc3ccc(OC)cc32)cc1 (stereo not given) | · | -21.4% | · | · | i
O=C(CSc1nnnn1C1CC1)Nc1cc(S(=O)(=O)N2CCCC2)ccc1Cl | · | -8.4% | 47.3% | 9.3% | 2.8%
O=C(CN1C(=O)/C(=C/c2ccccc2F)Sc2ccccc21)NCCCN1CCOCC1 | 3.4% | 8.0% | 30.6% | 8.3% | 3.9%
O=C(O)c1ccc(COc2ccccc2[N+](=O)[O-])o1 | 11.4% | -11.2% | 4.5% | 4.0% | 0.6%
CC1(C)CC(=O)C(=CN2CCN(C(=O)c3ccco3)CC2)C(=O)C1 | · | 3.1% | · | · | 0.6%
Clc1cccc(CNCCNCc2cccc(Cl)c2)c1 | -9.1% | 5.5% | i | 6.9% | i
CCn1c(=O)cc(SCC(=O)NCC2CCCO2)c2ccccc21 (stereo not given) | -2.6% | -6.1% | 1.6% | -8.8% | i
COc1ccc(C(CC(=O)NCCN2CCOCC2)NS(=O)(=O)c2ccc(C)cc2)cc1 (stereo not given) | 8.4% | 8.5% | -7.6% | -1.3% | i
C[C@H](CO)N1C[C@H](C)[C@@H](CN(C)C(=O)NC2CCCCC2)Oc2c(NS(=O)(=O)c3cn(C)cn3)cccc2C1=O | · | -16.8% | 6.2% | 6.2% | 0.3%
CC(CNC(=O)CCc1ccccc1)NC(=O)CCc1ccccc1 (stereo not given) | 5.9% | · | 0.7% | -10.4% | 0.2%
Cc1cc(Cl)cc(C)c1OCC(=O)O | -10.4% | 13.5% | 60.5% | 0.8% | i
O=C(O)CCc1ccc(-c2ccc(Cl)cc2)n1CCC(=O)O | 3.5% | -9.8% | 9.2% | 12.2% | i
O=[N+]([O-])c1ccc(NNC(=S)Nc2ccccc2)cc1 | -1.2% | 9.8% | ? | -3.1% | i
COc1ccc(-c2coc3c(CN4CCOCC4)c(O)ccc3c2=O)cc1 | 13.9% | 9.9% | -0.1% | 6.0% | 2.1%
COC(=O)Cc1c(O)ccn(Cc2ccccc2OC)c1=O | 16.7% | -6.1% | -12.2% | -8.1% | i
COc1cc(NC(=O)c2cc([N+](=O)[O-])ccc2N2CCOCC2)ccc1NC(=O)c1ccco1 | -0.7% | 1.9% | 14.4% | -0.6% | 9.7%
Cc1ccc(CNC(=O)/C=C/c2ccc(S(=O)(=O)NCc3ccco3)cc2)cc1 | 0.6% | -6.5% | 23.9% | -10.8% | 0.1%
CC1=C(C(=O)OC(C)C)C(c2ccco2)NC(=O)N1 (stereo not given) | 5.4% | 5.8% | -17.4% | -4.7% | i
